# Xi reactivation: reactivates the inactive X chromosome in mouse fibroblasts | XiGFP mouse fibroblasts, % GFP-positive cells imaging, 3 d; cells co-treated with 5-aza-dC sensitizer; scaled so ellipticine positive control = 100% | activation, % at 7.58 µM | hit rate 0.055% among 360,000 | AID 743238;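 active means mean normalized replicate activation at least 10% and every replicate at or above 10%; inconclusive means only one of the two criteria met; inactive means mean below 10% and not all replicates reach 10%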;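 further: 0% = median of on-plate neutral control wells and 100% = ellipticine 6 µM median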
#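 Assay system – SV40-immortalized XiGFP fibroblast cells, line 68-5-11 · Buffer or medium – DMEM supplemented with 5-aza-dC as sensitizing agent · Dosing – one concentration, pinned · Benchmarks – positive control ellipticine, 6 µM final · Times – 3 days compound exposure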
# EWS-Fli block: blocks EWS/Fli oncoprotein-driven transcription; inhibition, % at 12.6 µM; A673 NR0B1-luciferase reporter, viability-normalised; AID 651661; hit rate 0.67% among 350,000;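 active means mean inhibition of at least 50% after viability correction, with every replicate also passing that limit; inconclusive means mean reaches 50% but only one of two replicates passes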;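 further: firefly luciferase signal divided by Alamar Blue viability fluorescence both relative to DMSO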
# FN deposition inh: fibronectin deposition inhibition; AH1F fibroblasts, Alexa488-fibronectin deposition fluorescence, overnight; inhibition, % at 12.6 µM; hit rate 0.086% among 350,000; AID 743247;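 active means mean inhibition across replicates of 30% or more, regardless of how many single replicates reach that level; inconclusive means mean under 30% yet at least half of replicates reach 30%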;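 further: positive control wells lacked labelled fibronectin entirely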
#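 Assay system: AH1F fibroblast monolayer, labelled fibronectin deposition. Amount: 10000 cells per well. Also added: labelled fibronectin 24 nM. Compound: single-point pinned compound. Incubation: cell attachment 1 h, compound and FN exposure overnight. Detection: fluorescence after three HBSS washes, excitation 485 nm, emission 525 nm. Read-out: inhibition of fibronectin deposition signal.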
# RAD54 inh: RAD54 (human) branch migration inhibition | inhibition, % at 10.4 µM | AID 602329 | hit rate 0.14% among 360,000 | RAD54 Holliday junction branch migration, FAM/BHQ fluorescence;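 active means mean normalized replicate activity at least 40 and at least half of replicates scoring 40 or more; inconclusive means only one of the two criteria met; inactive means mean below 40 and under half of replicates reaching 40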;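 further: 0% = median of neutral control wells and 100% = median of positive control wells; inhibitors cause a drop in the FAM fluorescence signal; in these data hits start at about 50%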
# S100A4 MyoIIA: inhibitors of human S100A4 binding to myosin IIA peptide; S100A4/TAMRA-MyoIIA peptide fluorescence polarization; inhibition, % at 10.7 µM; hit rate 0.14% among 360,000;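 active means mean inhibition of at least 70% across replicates, with every replicate also reaching that level; inconclusive means mean inhibition reaches 70% but some replicates fall short; inactive means mean inhibition below 70%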
# Target sequence (P26447 whole entry, looked up): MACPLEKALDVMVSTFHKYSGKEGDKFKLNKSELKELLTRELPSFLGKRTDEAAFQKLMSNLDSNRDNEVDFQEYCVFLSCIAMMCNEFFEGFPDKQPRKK
#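 Material: S100A4 monomer protein | Medium: HEPES pH 7.2 with CaCl2, KCl, NaCl, DTT, Triton | Reagent: Labelled myosin peptide probe, 5 nM | Doses: One dose per compound | Times: 5 min incubation before reading | Benchmarks: Neutral control DMSO, positive control TFP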
# E-selectin induc: E-selectin induction on HUVECs; AID 686992; hit rate 0.37% among 260,000; P16581; activation, % at 7.58 µM; HUVEC E-selectin immunofluorescence imaging; normalized: neutral wells 0, TNF-alpha wells 100;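 active means mean E-selectin-positive cell signal at least 10% of the positive control, reached in at least 60% of replicates, without over 20% cell loss; inconclusive means no rule given, readout overlaps actives, possibly toxicity-flagged; inactive means the rest, including those meeting only one limit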;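 further: in these data hits start at about 27%; measured in HUVEC primary endothelial cells; signal is the percent of cells scored E-selectin positive by PE staining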
#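 Test system: HUVEC | Signal: Immunofluorescence imaging | Read-out: Percent E-selectin-positive cells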
# RAD52 anneal inh: blocks human RAD52 DNA annealing; inhibition, % at 18.7 µM; recombinant RAD52 DNA annealing, FRET fluorescence; hit rate 0.46% among 360,000; P43351;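 active means every replicate showing at least 50% inhibition; inconclusive means mean inhibition at least 50% but not in every replicate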
# Target sequence (P43351 whole entry, looked up): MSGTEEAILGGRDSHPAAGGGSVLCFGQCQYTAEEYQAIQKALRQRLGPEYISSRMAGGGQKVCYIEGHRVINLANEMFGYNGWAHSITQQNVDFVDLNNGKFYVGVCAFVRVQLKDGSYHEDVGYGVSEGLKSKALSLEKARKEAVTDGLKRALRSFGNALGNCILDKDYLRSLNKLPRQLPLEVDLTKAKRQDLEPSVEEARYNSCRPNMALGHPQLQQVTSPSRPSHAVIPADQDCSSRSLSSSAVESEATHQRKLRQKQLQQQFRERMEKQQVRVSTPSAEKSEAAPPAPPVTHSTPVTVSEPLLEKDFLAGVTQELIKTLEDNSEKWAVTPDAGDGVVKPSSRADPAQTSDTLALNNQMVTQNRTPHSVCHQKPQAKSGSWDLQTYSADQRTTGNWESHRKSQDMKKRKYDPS
# esBAF inh: blocks esBAF chromatin remodeling in mouse ES cells; AID 602393; reporter increase, % at 12.5 µM; Bmi1-luciferase knock-in reporter, 24 h; 100% = twice the neutral-well signal; hit rate 2% among 350,000; in the data active means activation above about 40%; inconclusive means no clear call, values can overlap the other calls;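 further: 0% = median of the plate's neutral control wells and 100% = double that signal; a rise in the Bmi1 reporter signal indicates esBAF inhibition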
# Active calls of the source: *; ? = inconclusive; . = not tested or not shown.
SMILES	Xi reactivation	EWS-Fli block	FN deposition inh	RAD54 inh	S100A4 MyoIIA	E-selectin induc	RAD52 anneal inh	esBAF inh
CN1C(=O)c2cc(NC(=O)c3cccc(F)c3)ccc2OC[C@@H]2O[C@@H](CC(=O)Nc3ccccc3)CC[C@@H]21	0.2	3	-1	1	0	0.0	-3	5
COc1cccc(N=Nc2c(N)[nH][nH]c2=O)c1	1.2	-45	-1	.	-5	-2.9	-9	.
CC(C)CC1NC(=O)c2cc(Cl)ccc2-n2c1nc1ccc(F)cc1c2=O (stereo not given)	0.1	-1	-5	.	-3	-0.1	-14	.
COc1ccc(CCNC(=O)Nc2ccc3c(c2)OCO3)cc1OC	0.1	1	-7	.	-3	0.8	-2	.
CC(C)NC(=O)N(C)C[C@@H]1Oc2ncc(-c3cncnc3)cc2C(=O)N([C@H](C)CO)C[C@@H]1C	-1.1	-3	5	5	12	0.2	6	0
C[C@@H]1CN([C@H](C)CO)C(=O)Cc2cc(NS(=O)(=O)c3ccc(Cl)cc3)ccc2O[C@@H]1CN(C)S(=O)(=O)c1ccc(F)cc1	-0.6	-1	.	-5	4	-0.7	18	0
CCN1CCCC1CNC(=O)c1ccc2c(c1)N(Cc1ccccc1F)C(=O)c1ccccc1S2(=O)=O (stereo not given)	0.0	.	15	-6	1	0.5	-7	-2
CCCCn1c(NS(=O)(=O)c2ccc(C)cc2)c(S(=O)(=O)c2ccccc2)c2nc3ccccc3nc21	0.2	.	2	4	-2	-0.1	-4	-9
CCc1ccccc1NC(=O)c1ccc2c(c1)CCN2S(C)(=O)=O	0.0	-1	-9	-3	-2	1.1	-12	0
NS(=O)(=O)c1cccc(NC(=O)CSc2nc3ccccc3c(=O)n2Cc2ccco2)c1	0.2	12	2	-3	-6	-0.4	-94	-3
CN1C(=O)c2cc(NC(=O)c3ccccc3)ccc2OC[C@H]2O[C@@H](CC(=O)NC3CCCC3)CC[C@H]21	0.3	-11	-26	-8	8	-0.1	-7	4
COC(=O)c1cc(-c2ccc(Cl)cc2)n[nH]1	0.0	5	-12	.	-4	.	-16	37
C=CCN(Cc1cccc(OC)c1OC)C(=O)Oc1ccccc1	-0.1	-2	-1	1	-14	.	3	3
CCCc1cn(CC[C@@H]2CC[C@H](NC(=O)Nc3ccccc3F)[C@@H](CO)O2)nn1	-0.1	0	4	-7	4	0.4	-5	-5
COc1ccc(C(=O)NC(C)CCc2ccccc2)c(OC)c1 (stereo not given)	0.1	-6	.	-14	1	.	7	-2
CCOC(=O)C1CCN(Cc2ccc3ccccc3c2)CC1	0.1	-2	-6	1	-4	.	-9	-3
CC(C)(C)c1csc(NC(=O)C2=COCCO2)n1	-0.1	-69	2	-2	-2	3.1	-8	.
CC(C)[C@H](NC(=O)C1CCN(S(=O)(=O)c2ccc(F)cc2)CC1)C(=O)NCc1ccco1	0.0	.	11	-2	-11	.	-8	-3
C[C@@H]1CN([C@H](C)CO)C(=O)Cc2cc(NC(=O)Nc3ccc(F)cc3)ccc2O[C@H]1CN(C)S(=O)(=O)c1ccc(Cl)cc1	0.0	-6	.	-8	-2	?	8	0
Cc1cccc(NC(=S)NCC(c2ccccc2)N(C)C)c1 (stereo not given)	0.0	-7	.	-3	-2	.	-9	-9
COc1ccc2c3c([nH]c2c1)[C@H](CO)N(C(=O)CC1CC1)CC31CN(Cc2cccnc2)C1	0.1	-6	-6	.	2	-0.3	-9	.
CCCCn1c(N)c(N(CCOC)C(=O)c2cc(Cl)nc3ccccc23)c(=O)[nH]c1=O	0.5	7	-5	-3	-1	-0.2	-8	1
Nc1[nH]c(C(=O)c2ccc(Br)cc2)c(-c2ccc(Cl)cc2)c1C(=O)NCCc1c[nH]c2ccccc12	0.4	3	8	.	-4	0.1	2	.
Cc1ccccc1C(=O)Nc1c(-c2cccs2)c(=O)c2ccccc2n1C	-0.1	6	-1	.	0	-0.3	-4	.
O=C(O)c1ccc(N/N=C/c2cc3c(cc2[N+](=O)[O-])OCO3)cc1	0.0	-4	0	-1	2	0.9	-21	67*
COC(=O)c1oc2ccccc2c1NC(=O)/C=C/C(=O)O	0.0	11	8	.	-2	.	-11	.
O=C(CSc1nc2c(cnn2-c2cccc(Cl)c2)c(=O)[nH]1)NCCC1=CCCCC1	0.1	7	3	-7	-1	0.0	-17	-12
CC(NC(=O)C1CCN(S(=O)(=O)c2ccc3nc4c(c(C(=O)O)c3c2)CCCC4)CC1)c1ccccc1 (stereo not given)	0.1	.	11	-10	-6	0.2	-48	-7
O=C(NCc1ccccc1F)c1ccc2c(c1)OCCO2	0.2	-53	3	7	-3	0.0	-1	35
COc1cccc(-c2ccc([C@@H]3[C@@H](CO)N(C(C)=O)C34CN(C(C)=O)C4)cc2)c1	0.0	0	.	.	-9	-0.1	-16	.
COC(=O)[C@@H]1[C@@H](CO)[C@@H]2Cn3c(ccc(-c4ccccc4F)c3=O)[C@@H]2N1CC1CCCC1	0.0	-4	.	2	-4	-0.4	-21	2
Cc1cc(-c2cc(C(=O)NC3CCCC3)on2)nc(NC2CCCC2)n1	0.0	14	-2	2	.	0.0	.	0
C#CCOCCOCCOCCNc1nc(N2CCN(C(=O)Cn3cc(CC(C)O)nn3)CC2)nc(N2CCN(C(=O)Cn3cc(CC(C)O)nn3)CC2)n1 (stereo not given)	-0.1	-6	8	-9	0	0.8	-9	-2
CO[C@@H]1CN(C)C(=O)c2ccc(NC(=O)C3CCOCC3)cc2OC[C@H](C)N(CC2CC2)C[C@@H]1C	0.0	6	-5	6	4	0.0	4	-1
COc1ccccc1-c1ccc2n(c1=O)C[C@H]1[C@H](CO)[C@@H](C(=O)N3CCN(C)CC3)[C@@H]2N1CC1CC1	0.0	-9	.	-2	2	-0.1	-2	1
CCCCOC(=O)C1=C(C)NC(=O)NC1c1cc2c(cc1Br)OCO2 (stereo not given)	-0.1	9	10	-2	-6	.	-13	-2
Oc1ccc(Br)cc1/C=N/Nc1nc(N2CCCCC2)nc(N2CCOCC2)n1	0.0	-13	-2	.	4	.	-10	.
CC12C=CC(=O)C=C1CCC1C2C(=O)CC2(C)C1CCC2(O)C(=O)CO (stereo not given)	-0.1	-6	-8	5	-3	?	-8	-3
CCN(c1ccccc1)S(=O)(=O)c1ccc(C(=O)NCC2(N(C)C)CCCCC2)cc1	0.0	6	3	4	4	0.0	4	-3
Cc1ccccc1S(=O)(=O)N1CCCCN2[C@H](CO)[C@H](c3ccc(-c4cccnc4)cc3)[C@H]2C1	0.0	4	.	-2	13	-0.9	34	-2
CCc1nn(CC(=O)NCc2ccccc2Cl)c(=O)c2cccn12	0.0	-16	-21	1	3	.	-8	3
Cc1ccc(Cl)cc1NC(=S)N(C)N	-0.1	10	3	-8	-10	.	-23	0
CCC(=O)N1[C@H](CO)[C@@H](c2ccccc2)C12CN(Cc1cccnc1)C2	0.0	6	.	.	10	-0.2	-17	.
CCC(=O)Nc1ccc2c(c1)OC[C@H](C)N(Cc1ccccn1)C[C@H](C)[C@H](OC)CN(C)C2=O	0.2	-5	-1	0	4	-0.2	-6	-5
O=C(NCc1ccc(F)cc1)C(c1ccc(F)cc1)N(C(=O)c1csnn1)C1CC1 (stereo not given)	0.2	1	-5	-7	2	.	-2	6
CN1C(=O)c2cc(NC(=O)NC3CCCC3)ccc2OC[C@H]2O[C@@H](CC(=O)NCC3CC3)CC[C@H]21	0.4	-6	-1	4	-8	-0.1	2	-1

# A draw from above in order of heavy-atom count, rising:
SMILES	Xi reactivation	EWS-Fli block	FN deposition inh	RAD54 inh	S100A4 MyoIIA	E-selectin induc	RAD52 anneal inh	esBAF inh
CCc1nn(CC(=O)NCc2ccccc2Cl)c(=O)c2cccn12	0.0	-16	-21	1	3	.	-8	3
CC12C=CC(=O)C=C1CCC1C2C(=O)CC2(C)C1CCC2(O)C(=O)CO (stereo not given)	-0.1	-6	-8	5	-3	?	-8	-3
Oc1ccc(Br)cc1/C=N/Nc1nc(N2CCCCC2)nc(N2CCOCC2)n1	0.0	-13	-2	.	4	.	-10	.
O=C(NCc1ccc(F)cc1)C(c1ccc(F)cc1)N(C(=O)c1csnn1)C1CC1 (stereo not given)	0.2	1	-5	-7	2	.	-2	6
CCN(c1ccccc1)S(=O)(=O)c1ccc(C(=O)NCC2(N(C)C)CCCCC2)cc1	0.0	6	3	4	4	0.0	4	-3
Cc1ccccc1S(=O)(=O)N1CCCCN2[C@H](CO)[C@H](c3ccc(-c4cccnc4)cc3)[C@H]2C1	0.0	4	.	-2	13	-0.9	34	-2
CN1C(=O)c2cc(NC(=O)NC3CCCC3)ccc2OC[C@H]2O[C@@H](CC(=O)NCC3CC3)CC[C@H]21	0.4	-6	-1	4	-8	-0.1	2	-1

# Some of these compounds in order of the S100A4 MyoIIA value, lowest first:
SMILES	S100A4 MyoIIA
CC(NC(=O)C1CCN(S(=O)(=O)c2ccc3nc4c(c(C(=O)O)c3c2)CCCC4)CC1)c1ccccc1 (stereo not given)	-6
CC(C)CC1NC(=O)c2cc(Cl)ccc2-n2c1nc1ccc(F)cc1c2=O (stereo not given)	-3
O=C(CSc1nc2c(cnn2-c2cccc(Cl)c2)c(=O)[nH]1)NCCC1=CCCCC1	-1
C#CCOCCOCCOCCNc1nc(N2CCN(C(=O)Cn3cc(CC(C)O)nn3)CC2)nc(N2CCN(C(=O)Cn3cc(CC(C)O)nn3)CC2)n1 (stereo not given)	0
Oc1ccc(Br)cc1/C=N/Nc1nc(N2CCCCC2)nc(N2CCOCC2)n1	4
CC(C)NC(=O)N(C)C[C@@H]1Oc2ncc(-c3cncnc3)cc2C(=O)N([C@H](C)CO)C[C@@H]1C	12

# Assay outcomes from PubChem.
